Source: PubChem
TDP1 block = qHTS Assay for Inhibitors of Tyrosyl-DNA Phosphodiesterase (TDP1); 350,000 compounds, 0.28% hits; Tyrosyl-DNA phosphodiesterase 1 (Homo sapiens), Q9NUW8; Potency, µM (highest dose often 130 µM), inactives show at the top dose activity change, negative = inhibition, hits mostly inhibitors; recombinant TDP1, AlphaScreen DNA substrate cleavage; note: nearly all actives have a fitted effect of over 40% in size
Target sequence (Q9NUW8 whole entry, looked up): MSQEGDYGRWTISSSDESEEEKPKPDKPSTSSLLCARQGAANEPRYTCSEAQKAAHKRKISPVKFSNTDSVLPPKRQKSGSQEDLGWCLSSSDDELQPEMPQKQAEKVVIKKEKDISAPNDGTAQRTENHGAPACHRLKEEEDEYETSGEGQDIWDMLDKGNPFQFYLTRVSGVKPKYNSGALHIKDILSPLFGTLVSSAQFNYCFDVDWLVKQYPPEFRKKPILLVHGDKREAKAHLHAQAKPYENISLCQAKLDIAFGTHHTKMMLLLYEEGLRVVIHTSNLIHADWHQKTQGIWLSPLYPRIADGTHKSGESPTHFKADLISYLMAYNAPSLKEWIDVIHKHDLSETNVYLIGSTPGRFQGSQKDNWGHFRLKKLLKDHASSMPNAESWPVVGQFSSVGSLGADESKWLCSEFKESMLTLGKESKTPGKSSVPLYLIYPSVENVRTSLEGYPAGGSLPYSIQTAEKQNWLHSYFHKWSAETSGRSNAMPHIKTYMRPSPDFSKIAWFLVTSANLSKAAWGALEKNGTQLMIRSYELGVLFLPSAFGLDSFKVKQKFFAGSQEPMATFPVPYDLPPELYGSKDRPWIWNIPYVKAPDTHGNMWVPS
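Tdp1 1 nM final; 15 min RT w/ cpd; substrate 15 nM, 5 min; beads 10 ug/ml, 10 min; AlphaScreen read. Neg ctrl: no enzyme.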
FEN1 inh = qHTS Assay for the Inhibitors of Human Flap endonuclease 1 (FEN1). Potency, µM (doses to about 114 µM), for inactives: top-dose activity change, negative = inhibition, most hits filed as inhibitors. Recombinant FEN1 flap cleavage, fluorescence, 15 min. 390,000 compounds, 0.35% hits; note: nearly all actives have a fitted effect of over 65% in size
Target sequence (P39748 whole entry, looked up): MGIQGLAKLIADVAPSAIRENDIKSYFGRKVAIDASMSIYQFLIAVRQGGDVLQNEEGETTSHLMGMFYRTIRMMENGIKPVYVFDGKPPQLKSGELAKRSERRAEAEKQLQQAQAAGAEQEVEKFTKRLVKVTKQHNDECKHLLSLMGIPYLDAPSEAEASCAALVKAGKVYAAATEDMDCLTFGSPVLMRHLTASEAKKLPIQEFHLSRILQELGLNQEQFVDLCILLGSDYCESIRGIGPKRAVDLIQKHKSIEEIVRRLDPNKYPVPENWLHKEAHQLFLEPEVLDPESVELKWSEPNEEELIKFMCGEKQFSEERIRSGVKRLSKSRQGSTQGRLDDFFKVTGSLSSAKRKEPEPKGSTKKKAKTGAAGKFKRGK
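Enzyme 10 nM, 15 min RT preincubation with compound; start with substrate 50 nM final; reads at 0 and 15 min; qHTS titration, four-parameter Hill fit.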
N370S GC mod = qHTS Assay for Inhibitors and Activators of N370S glucocerebrosidase as a Potential Chaperone Treatment of Gaucher Disease; Lysosomal acid glucosylceramidase (Homo sapiens), P04062; N370S GC spleen homogenate, 4MU-glucoside fluorescence; Potency, µM (top dose mostly 59.4 µM), for the others: at the highest dose activity change, negative = inhibition, hits mostly inhibitors; 330,000 compounds, 0.092% hits; AID 2101, 2009;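 note: 0% = full enzyme activity and -100% = no enzyme basal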
Numbers without * were called inactive; ? = inconclusive; . = no result given; & = joins results of further samples; [ ] = dose if it differs, or a comment. Calls come from the whole dose curve; as a rule, active = well fitted curve in the direction sought with a large enough effect; inconclusive = small, poorly fitted or top-dose-only effect, or another doubt; inactive = no such curve, though single readings can be large; an effect the other way counts as inactive or inconclusive. Unless noted, % is set by controls: 0 for no effect and ±100 for the full control effect; potency is the fitted concentration of half-maximal effect.

SMILES	TDP1 block	FEN1 inh	N370S GC mod
CCC(C)NC(=O)CS(=O)Cc1nc(-c2cccc(C)c2)oc1C (stereo unspecified)	6%	1%	3%
CCN(CC(=O)Nc1ccc(NC(C)=O)cc1)C(=O)c1n[nH]c(=O)c2ccccc12	2%	0%	-3%
CC1CCCCN1CCCNC(=O)Cn1ncc2c3ccccc3n(Cc3ccccc3F)c2c1=O (stereo unspecified)	-5%	3%	.
CCN1C(=NCCCOC(C)C)N[C@@H](c2ccccc2)[C@H](C(=O)OC)[C@H]1C	0%	-1%	0%
Cc1noc(NS(=O)(=O)c2ccc(NC(=O)c3ccc(N4C(=O)c5ccccc5C4=O)cc3)cc2)c1C	50µM*	-22%	-4%
O=C(NCCO)c1cc([N+](=O)[O-])cc2c1C=Cc1ccccc1O2	6%	0%	-1%
Cc1noc(C)c1C(=O)OCC(=O)Nc1ccc(S(N)(=O)=O)cc1	-8%	-3%	.
Cc1ccc(N(C)C(=O)c2sc3nc4n(c(=O)c3c2C)CCCC4)cc1C	-6%	-4%	.
CC1(CO)COC2(OC1)C(=O)Nc1ccccc12 (stereo unspecified)	-2%	-11%	0%
CC(=O)NS(=O)(=O)c1ccc(NC(=O)/C=C/c2ccco2)cc1	-9%	8%	-10%
O=c1[nH]nc(-c2ccc(F)cc2)cc1Cc1ccccn1	3%	-4%	8%
CCCCOCCCNC(=O)c1ccc(OC)cc1	7%	1%	2%
COc1ccc(NC(C)=O)cc1S(=O)(=O)N1CCc2ccccc21	5%	-3%	3%
O=C(NC1(C(F)(F)F)C(=O)Nc2c1c(=O)[nH]c(=O)n2CCc1ccccc1)c1ccc(Cl)cc1 (stereo unspecified)	7%	-7%	.
CCOC(=O)C1(CCOc2ccccc2)CCN(Cc2cccs2)CC1	-3%	-10%	-5%
O=C(CC1CCS(=O)(=O)C1)Nc1ccc[nH]c1=O (stereo unspecified)	-7%	1%	10%
Cc1ccc(N=Cc2c(O)c3ccccc3n(C)c2=O)cc1	.	-20%	3%
Nc1ccc(N2CCN(CCCCN3C(=O)C4CCCN4C3=O)CC2)cc1 (stereo unspecified)	11%	-18%	-6%
O=C(O)c1ccccc1NCN1C(=O)C2CC=C(Cl)CC2C1=O (stereo unspecified)	3%	-6%	3%
CC(C)(C)OC(=O)N1CCC(c2c(C(=O)NCc3ccco3)cnn2-c2ccc(F)cc2F)CC1	1%	4%	.
COc1ccccc1-c1nnc2n1N=C(C(C)(C)C)CS2	3%	-1%	-14%
CCOC(=O)N1CCN(S(=O)(=O)c2ccc(C(=O)N(CCCN(C)C)c3nc4ccc(Cl)cc4s3)cc2)CC1	6%	-21%	-23%
COC(=O)c1cc(NS(=O)(=O)c2cccs2)cc(NS(=O)(=O)c2cccs2)c1	-15%	-2%	-3%
COC(=O)Cn1c(C)c(C#N)c2ccccc21	-4%[56.1 µM]	-10%	8%
CC(C)NC(=S)N/N=C/c1cc(Br)ccc1O	11%	-20%	7%
CC1CCCCC1NC(=O)COC(=O)c1ccccn1 (stereo unspecified)	3%	1%	5%
CC1SC(c2ccc(F)cc2)NC1=O (stereo unspecified)	-4%	0%	3%
CC1CCN(S(=O)(=O)c2ccc3nc(N4CCN(c5ccc(F)cc5)CC4)ccc3c2)CC1	0%	1%	.
Cc1nn(C)cc1S(=O)(=O)N1CCN(c2ccccc2F)CC1	1%	1%	-11%
CCCCNC(=O)c1ccc2c(c1)N(CC)C(=O)c1ccccc1S2	5%	9%	.
Cc1cc[n+](-c2[nH]c(=O)sc2/C=N/N=C(\[O-])c2ccccc2)cc1C	40µM*	-1%	-12%
Cc1ccc(C2CC(=O)n3nc(-c4ccc(Cl)cc4)nc3S2)cc1 (stereo unspecified)	1%	-17%	.
CS(=O)(=O)N(CC(=O)NCc1ccc2c(c1)OCO2)c1ccc(Cl)cc1	6%	0%	-5%
CCN1CCN(c2ccc(NC(=O)c3cccc4ncccc34)cc2)CC1	0%	-13%	10%
CCCC(=O)N(c1ccc2oc(C)c(C(C)=O)c2c1)S(=O)(=O)c1ccc(C)cc1	-2%	-1%	.
Cc1ccc(N2C(=O)CSCC2=O)cc1	9%	8%	1%
CC(=O)Nc1cccc(NC(=O)Nc2ccc(C)c(Cl)c2)c1	-2%	-2%	6%
Cc1cccc(Nc2ccccc2)c1	2%	-7%	-1%
CCc1nc2ccccc2c(C(=O)OCC(=O)Nc2cccc(S(=O)(=O)N3CCOCC3)c2)c1C	5%	-12%	-12%
NC(=O)C1CCCN(C(=O)c2ccc3oc(Cc4ccc(Cl)cc4)nc3c2)C1 (stereo unspecified)	1%	18%	-19%
CC[C@@H](C)[C@@H]1CN([C@@H](CN2CCC[C@H]2CN2C(N)=NC[C@H]2C(C)C)C(C)C)C(=N)N1CCc1ccc(Cl)c(Cl)c1	-9%	-3%	.
CC(=O)c1cnc2c(-c3ccccc3)c(-c3ccccc3)nn2c1C	7%	21%	0%
CC(=O)Nc1cn(-c2ccccc2)nc1-c1ccccc1	-3%	-7%	2%
Nn1cc(-c2ccccc2)nc1SCC(=O)NC1CCS(=O)(=O)C1 (stereo unspecified)	2%	6%	-6%
C=C(C)C1CC=C(C)C(O)C1 (stereo unspecified)	10%&4%	.	-8%&-2%
CC(=O)Nc1ccc(OCC(=O)N(CC(C)C)C2CCS(=O)(=O)C2)cc1 (stereo unspecified)	0%	1%	3%
Cc1ccc(NC(=O)CN2C(=O)COc3ccc(S(=O)(=O)N4CCCC4)cc32)cc1C	3%	-19%	-9%
CCNS(=O)(=O)c1ccc(CCC(=O)N2CCN(Cc3ccccc3)CC2)cc1	3%	1%	0%
NC(=O)CCC(NS(=O)(=O)c1ccc(Cl)cc1)C(=O)NCc1ccccc1Cl (stereo unspecified)	0%	1%	3%
COc1ccccc1N(Cc1ccccc1)S(=O)(=O)c1cccc(C(=O)Nc2cc(C)ccn2)c1	2%	3%	-4%
COCCn1cnc2c1c(=O)n(CC(=O)Nc1cc(C)on1)c(=O)n2Cc1ccccc1	4%	6%	7%
COc1ccc(C(=O)OCC(=O)Nc2ccc3c(c2)OCCO3)c(OC)c1	0%	-11%	.
CCC(=O)n1nc(-c2ccccc2)nc1SCC(=O)Nc1ccc(C)cc1	9%	15%	?
CCc1ccccc1NC(=S)N(CCCN1CCOCC1)Cc1cccs1	-4%	-13%	11%
CC(CC(=O)N1CCc2ccccc21)c1ccccc1 (stereo unspecified)	0%	10%	21%
Cc1cc(C)nc(SCc2ccc(C(=O)N/N=C/c3ccncc3)cc2)n1	6%	-11%	-26%
Cc1nn(Cc2n[nH]c(=S)n2Cc2ccccc2)c(C)c1Cl	-4%	0%	2%
CCCSc1nsc(N)n1	-3%	-2%	7%
O=C(COc1ccc2c3c(c(=O)oc2c1)CCC3)N1CCN(c2ccc(F)cc2)CC1	3%	-8%	-11%
Cc1ccc(Cl)cc1N1CCN(C(=O)COCc2cc(-c3ccc4c(c3)OCO4)on2)CC1	1%	-13%	.
Continued.
SMILES	TDP1 block	FEN1 inh	N370S GC mod
CC(=O)/C=C/n1c(=S)oc2ccccc21	-4%	3%	3%
CCC(=O)N1CCc2cc(Br)cc(S(=O)(=O)NCCN3CCCCC3CC)c21 (stereo unspecified)	-4%	-5%	-2%
CO[C@@H](C(C)C)[C@@H](C)[C@@H]1OC(=O)C[C@@H]1O	6%[21 µM]	.	9%[12.8 µM]
COC(=O)C1=C(C)Nc2c(c(=O)n(C)c(=O)n2C)C1c1cccs1 (stereo unspecified)	1%	7%	5%
O=C(CSc1nnc(-c2ccccc2O)o1)N1CCOCC1	?	5%	-4%
CC1SCC(NC(=O)c2cccc(Cl)c2)CS1 (stereo unspecified)	.	-5%	-17%
O=C(NN1C(=O)C2C(C1=O)C1C=CC2C12CC2)c1ccccc1 (stereo unspecified)	1%	0%	-1%
O=C(NCCC1CCCCN1S(=O)(=O)c1ccccc1)C(=O)NCc1ccccn1 (stereo unspecified)	2%	1%	1%
Cc1c(NC(=O)c2c(F)c(F)c(F)c(F)c2F)c(=O)n(-c2ccccc2)n1C	2%	-9%	1%
Cc1cc(NC(=O)CCC(=O)N(CC(=O)NCC2CCCO2)c2ccc(F)c(Cl)c2)no1 (stereo unspecified)	7%	-11%	-7%
Cc1cc(NC(=O)Cn2nc([N+](=O)[O-])c(Br)c2C)no1	2%	-4%	-4%
COc1cc(/C=N/NC(N)=S)ccc1OCc1ccc(C)cc1	7%	1%	-17%
CCOn1c(=O)c(=O)n(O)c2ccccc21	-5%	-10%	1%
COc1ccc(-c2nc3scc(CCNS(=O)(=O)c4ccc(F)c(C(F)(F)F)c4)n3n2)cc1OC	5%	-18%	.
COc1ccccc1C1=NC(c2ccc(C)cc2)N=C1C (stereo unspecified)	-4%	-11%	12%
CCN(CC(=O)Nc1ccc(OC)cc1)C(=O)c1ccc([N+](=O)[O-])cc1	-14%	0%	-1%
Cc1ccc(CNC(=O)CCNS(=O)(=O)c2ccc3c(c2)c(=O)n(C)c(=O)n3C)cc1	3%	-15%	-4%
COc1ccc(S(=O)(=O)N2CCN(C(c3ccccc3)c3ccccc3)CC2)cc1NC(C)=O	1%	-4%	-12%
CCOc1ccc(-c2nnc(SCC(=O)NCc3ccc(C)cc3)nc2-c2ccc(OCC)cc2)cc1	5%	0%	.
O=C(COC(=O)c1ccccc1OCc1ccccc1Cl)NC1CCS(=O)(=O)C1 (stereo unspecified)	-13%	-9%	.
COc1ccc(NC(C)C(=O)N/N=C/c2cc(Br)ccc2OC)cc1 (stereo unspecified)	9%	0%	18%
CCOC(=O)c1c(C)n(C)c2ccc(O)c(CN3CCN(C)CC3)c12	6%	-16%	5%
CCC(C)(C)C1CCc2nc3ccccc3c(C(=O)OC(C)C(=O)Nc3c(C)n(C)n(-c4ccccc4)c3=O)c2C1 (stereo unspecified)	-3%	-10%	-2%
CCc1ccc(NC(=O)c2sc(-n3nc(C)c(Cc4ccc(OC)cc4)c3C)nc2C)cc1	1%	17%	.
COc1ccc(/C=C/C(=O)O/N=C(\N)c2cccnc2)cc1OC	2%	7%	-7%
CN(C)/C=C/c1c(C#N)c(=O)ncn1Cc1ccccc1	1%	10%	9%
CCOCCn1ccc2c(OCC(=O)NCc3ccc(C)cc3)cccc2c1=O	3%	19%	.
Cc1ccc(C)c(S(=O)(=O)N2CCN(C(=O)CCc3c[nH]c4ccccc34)CC2)c1	5%	-11%	.
COc1cccc(NC(=O)CN2C(=O)CSc3ccc(S(=O)(=O)N4CCC(C)CC4)cc32)c1	7%	-9%	-15%
CC(=O)N1c2ccc(S(=O)(=O)NCc3ccc(Cl)cc3)cc2CC1C (stereo unspecified)	0%	1%	.
CCCCNC(=O)C1CCN(S(=O)(=O)c2c(C)noc2/C=C\c2ccc(OC)cc2)CC1	-1%	-4%	2%
CCOc1ccc(OCC)c(N=c2oc3c(C)ncc(CO)c3cc2C(N)=O)c1	2%	-11%	-1%
COC(=O)C1=C(C)N(CCCC(=O)O)C(=O)NC1c1ccc(Br)cc1 (stereo unspecified)	.	-7%	-21%
Cc1ccc(C)c(S(=O)(=O)N2CCCCC2CCNC(=O)C(=O)NCCc2ccco2)c1 (stereo unspecified)	4%	-17%	-7%

Of the compounds above, 11 have fluorine:
SMILES	TDP1 block	FEN1 inh	N370S GC mod
CC1CCCCN1CCCNC(=O)Cn1ncc2c3ccccc3n(Cc3ccccc3F)c2c1=O (stereo unspecified)	-5%	3%	.
O=c1[nH]nc(-c2ccc(F)cc2)cc1Cc1ccccn1	3%	-4%	8%
O=C(NC1(C(F)(F)F)C(=O)Nc2c1c(=O)[nH]c(=O)n2CCc1ccccc1)c1ccc(Cl)cc1 (stereo unspecified)	7%	-7%	.
CC(C)(C)OC(=O)N1CCC(c2c(C(=O)NCc3ccco3)cnn2-c2ccc(F)cc2F)CC1	1%	4%	.
CC1SC(c2ccc(F)cc2)NC1=O (stereo unspecified)	-4%	0%	3%
CC1CCN(S(=O)(=O)c2ccc3nc(N4CCN(c5ccc(F)cc5)CC4)ccc3c2)CC1	0%	1%	.
Cc1nn(C)cc1S(=O)(=O)N1CCN(c2ccccc2F)CC1	1%	1%	-11%
O=C(COc1ccc2c3c(c(=O)oc2c1)CCC3)N1CCN(c2ccc(F)cc2)CC1	3%	-8%	-11%
Cc1c(NC(=O)c2c(F)c(F)c(F)c(F)c2F)c(=O)n(-c2ccccc2)n1C	2%	-9%	1%
Cc1cc(NC(=O)CCC(=O)N(CC(=O)NCC2CCCO2)c2ccc(F)c(Cl)c2)no1 (stereo unspecified)	7%	-11%	-7%
COc1ccc(-c2nc3scc(CCNS(=O)(=O)c4ccc(F)c(C(F)(F)F)c4)n3n2)cc1OC	5%	-18%	.

TDP1 block, hit marks shown above.
SMILES	TDP1 block	FEN1 inh	N370S GC mod
Cc1noc(NS(=O)(=O)c2ccc(NC(=O)c3ccc(N4C(=O)c5ccccc5C4=O)cc3)cc2)c1C	50µM*	-22%	-4%
Cc1cc[n+](-c2[nH]c(=O)sc2/C=N/N=C(\[O-])c2ccccc2)cc1C	40µM*	-1%	-12%
